Compound activity from PubChem.
AmpC inh no detg – AmpC beta-lactamase inhibition without detergent; AmpC nitrocefin hydrolysis, absorbance 480 nm, 0.0001% Triton; AID 485341; 0.52% of 330,000 active; Potency, µM (series often up to 57.1 µM), without a hit: at the top dose activity change, negative = inhibition, actives largely listed as inhibitors; P00811;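 also: potency is read from the fitted curve at half-maximal effect; plate controls were no compound for no effect and no enzyme for full effect; nearly all actives have a fitted effect of over 20% in size; some results filed as inactive show a strong effect at the top dose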
Target sequence (P00811 whole entry, looked up): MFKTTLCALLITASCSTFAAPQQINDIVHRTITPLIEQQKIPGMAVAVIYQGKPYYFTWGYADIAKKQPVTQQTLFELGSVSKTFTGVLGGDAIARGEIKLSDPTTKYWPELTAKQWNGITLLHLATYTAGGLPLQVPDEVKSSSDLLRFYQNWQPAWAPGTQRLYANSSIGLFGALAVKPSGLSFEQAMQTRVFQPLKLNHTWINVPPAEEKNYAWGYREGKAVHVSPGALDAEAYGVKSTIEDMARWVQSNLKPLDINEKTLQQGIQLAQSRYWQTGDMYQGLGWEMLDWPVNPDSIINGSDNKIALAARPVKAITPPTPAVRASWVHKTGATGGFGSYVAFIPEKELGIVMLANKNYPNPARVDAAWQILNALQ
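20 mM phosphate pH 7.0 + 0.01% (detergent screen) or 0.0001% Triton X-100; 5.3 nM AmpC reagent; cpd preinc 15 min RT; nitrocefin (800 uM stock) to start; A480 q20 s × 4 min; Activity was normalised to no-enzyme and no-compound control wells.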
Sm TGR block – inhibitors of Schistosoma mansoni thioredoxin glutathione reductase; AID 485364; 3% of 360,000 active; purified TGR, DTNB reduction, TNB absorbance 405 nm; Q962Y6; Potency, µM (top dose mostly 114 µM), without a hit: at the highest dose activity change, negative = inhibition, hits mostly inhibitors; also: potency is read from the fitted curve at half-maximal effect; nearly all actives have a fitted effect of over 60% in size
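First, TGR (20 nM dispensed) and NADPH were mixed with compound. Second, a 15 min room-temperature incubation followed. Third, further NADPH and then DTNB were added to start the reaction. Finally, TNB absorbance was monitored kinetically.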
LmPK inh – LmPK (Leishmania mexicana) enzyme inhibition. 0.37% of 290,000 active. purified LmPK, Kinase-Glo ATP luminescence, 1 h. AID 1721. Potency, µM (series often up to 57.5 µM), inactives show at the highest dose activity change, negative = inhibition, hits mostly inhibitors; also: potency is read from the fitted curve at half-maximal effect
Target sequence (Q27686 whole entry, looked up): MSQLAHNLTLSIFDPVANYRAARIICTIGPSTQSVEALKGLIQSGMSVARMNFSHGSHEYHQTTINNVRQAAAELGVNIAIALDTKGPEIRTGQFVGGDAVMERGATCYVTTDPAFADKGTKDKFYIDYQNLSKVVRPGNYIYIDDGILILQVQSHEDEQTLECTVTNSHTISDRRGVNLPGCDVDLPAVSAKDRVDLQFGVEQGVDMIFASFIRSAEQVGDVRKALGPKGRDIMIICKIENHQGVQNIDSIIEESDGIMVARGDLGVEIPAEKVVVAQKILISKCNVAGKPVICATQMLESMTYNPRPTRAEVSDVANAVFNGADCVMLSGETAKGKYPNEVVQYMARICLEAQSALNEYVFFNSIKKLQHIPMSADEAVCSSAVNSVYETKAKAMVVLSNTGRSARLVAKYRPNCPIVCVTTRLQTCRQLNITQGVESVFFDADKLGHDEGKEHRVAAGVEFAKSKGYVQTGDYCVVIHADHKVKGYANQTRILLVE
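Purified LmPK (0.1 nM) with 0.5 mM PEP and 0.1 mM ADP in imidazole buffer pH 7.2 with MgCl2/KCl, 1 h at room temperature. ATP formed was read by luciferase luminescence and normalized to no-enzyme and uninhibited controls.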
Tb PYK inh – blocks Trypanosoma brucei pyruvate kinase. Q57TT1. TbPYK enzyme, Kinase-Glo Plus ATP luminescence, 45 min. Potency, µM (series often up to 76.8 µM), inactives show top-dose activity, negative = inhibition, hits mostly inhibitors. 0.12% of 410,000 active. AID 624173; also: potency is read from the fitted curve at half-maximal effect; nearly all actives have a fitted effect of over 50% in size
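Quantitative HTS: titrated library compounds versus trypanosomal pyruvate kinase in TEA buffer (pH 7.2) containing KCl, MgCl2, BSA and Tween-20. Reactions were initiated with ADP, 130 uM final. Kinase-Glo Plus luminescence was read after 45 min at RT.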
AmpC detergent – blocks E. coli AmpC beta-lactamase in detergent assay; P00811; AmpC hydrolysis of nitrocefin, absorbance 480 nm, 0.01% Triton; Potency, µM (titrated, usually from 114 µM), for the others: top-dose activity change, negative = inhibition, most hits filed as inhibitors; 0.041% of 370,000 active; AID 485294;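 also: potency is read from the fitted curve at half-maximal effect; 0% = no-compound wells and -100% = no-enzyme wells; nearly all actives have a fitted effect of over 25% in size; some results filed as inactive show a strong effect at the top dose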
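20 mM phosphate pH 7.0 + 0.01% (detergent screen) or 0.0001% Triton X-100; 5.3 nM AmpC reagent; cpd preinc 15 min RT; nitrocefin (800 uM stock) to start; A480 q20 s × 4 min; Activity was normalised to no-enzyme and no-compound control wells.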
AMA1 RON2 block – AMA1-RON2 (P. falciparum) interaction inhibition; AlphaScreen AMA1-biotinylated RON2 peptide binding; Potency, µM (doses to about 58.2 µM), for inactives: at the top dose activity change, negative = inhibition, usual class: inhibitors; 0.2% of 360,000 active; AID 720542;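 also: potency is read from the fitted curve at half-maximal effect; 0% = vehicle wells and -100% = peptide control; nearly all actives have a fitted effect of over 45% in size; some results filed as inactive show a strong effect at the top dose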
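AMA1 (3D7) with his tag at 25 nM final met compounds first, then biotinylated RON2 peptide at 25 nM; detection used donor plus acceptor beads, 10 µg/mL apiece, read by AlphaScreen after 30 min at room temperature.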
HCMV antiviral – blocks human cytomegalovirus replication | HFF cells, HCMV-luciferase reporter, 72 h; stronger effect = lower value | activity change, negative = inhibition, % at 57.5 µM | 4.5% of 410,000 active | AID 1259415; in the data active = activity change below about -60%; inconclusive = no clear call, values can overlap the other calls; inactive = above about -39%
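After 16 h attachment at 37C, HFF cells received test compound and HCMV-luciferase (1 PFU/cell); reporter luminescence read 72 h later, data normalized against buffer-only and known inhibitor Salinomycin.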
The depositor's hits bear a star; ? = inconclusive; / = not tested or not shown; & = joins results of further samples; [ ] = remark or other dose. Unless noted, calls follow the shape of the dose curve; as a rule, active = well fitted curve in the direction sought with a large enough effect; inconclusive = small, poorly fitted or top-dose-only effect, or another doubt; inactive = no such curve, though single readings can be large; an effect the other way counts as inactive or inconclusive. Unless noted, % is scaled to controls: 0 for no effect and ±100 for the full control effect.

SMILES | AmpC inh no detg | Sm TGR block | LmPK inh | Tb PYK inh | AmpC detergent | AMA1 RON2 block | HCMV antiviral
C#CCOCCOCCOCCNc1nc(N2CCN(C(=O)C([C@@H](C)O)n3cc([C@@H](N)CCCCN)nn3)CC2)nc(N2CCN(C(=O)C([C@@H](C)O)n3cc([C@@H](N)CCCCN)nn3)CC2)n1 (stereo partly drawn) | 24% | / | / | -12% | / | -6% | -22
Cc1ccc(Cl)cc1N1C(=O)N(Cc2ccc(C#N)cc2)c2ccccc2S1(=O)=O | / | 12% | / | 3% | 9% | / | -18
COCCNC(=O)c1nc2c(nnn2Cc2cc(C)ccc2C)c(=O)[nH]1 | -15% | 2% | 1% | 1% | -1% | 10% | -31
O=C(Nc1ccc(Cl)cn1)c1ccccc1SCc1ccccc1 | -51% | -7% | -2% | 3% | 2% | -9% | 20
O=C(NN1CC(=O)N(c2cc(Cl)cc(Cl)c2)CC1=O)c1cccs1 | -26% | 1% | 0% | 0% | 1% | -6% | 19
COc1cc(CC(=O)O)c(C(C)=O)cc1OC | -13% | -27% | 2% | 2% | -8% | -4% | -9
O=C(NNC(=O)C1CCC(C(=O)NNC(=O)c2cccs2)CC1)c1cccs1 (stereo not drawn) | -11% | / | -1% | -5% | -3% | 7% | -18
N#Cc1c(C(F)(F)F)cc(-c2cccs2)nc1SC(C(=O)O)c1ccccc1 (stereo not drawn) | / | / | / | -1% | / | 1% | 28
COC(=O)CN1C(=O)CSc2ccc(S(=O)(=O)Nc3cccc(Cl)c3C)cc21 | / | 1% | / | -6% | -4% | / | -20
CCOC(=O)N(C)C[C@@H]1OCc2cn(nn2)CCCC(=O)N([C@@H](C)CO)C[C@H]1C | / | / | / | -5% | / | -4% | 34
COc1ccccc1NC(=S)NCc1ccc(S(N)(=O)=O)cc1 | -8% | ? | 1% | 1% | 0% | 4% | 36
COCCNC(=O)Cn1cc(/C=C2\C(=O)NC(=O)N(c3cccc(C)c3C)C2=O)c2ccccc21 | 72%[activator] | ? | 5% | 7% | 3% | -3% | 79
Cc1cc(C)cc(NC(=O)CSc2nnc(CN3CCOCC3)n2C)c1 | -9% | -22% | -8% | 1% | -5% | 0% | 4
Cc1cccc(N(C)c2cc(C)nc3nc(C)nn23)c1 | -4% | 4% | -1% | 0% | 2% | 0% | 22
Cn1cccc1Cc1nnc(SCC(=O)N2CCCCCC2)n1-c1ccc(F)cc1 | 89%[activator] | ? | 12% | -3% | -2% | 12% | 1

Continued; the last 4 above are carried over.
SMILES | AmpC inh no detg | Sm TGR block | LmPK inh | Tb PYK inh | AmpC detergent | AMA1 RON2 block | HCMV antiviral
COCCNC(=O)Cn1cc(/C=C2\C(=O)NC(=O)N(c3cccc(C)c3C)C2=O)c2ccccc21 | 72%[activator] | ? | 5% | 7% | 3% | -3% | 79
Cc1cc(C)cc(NC(=O)CSc2nnc(CN3CCOCC3)n2C)c1 | -9% | -22% | -8% | 1% | -5% | 0% | 4
Cc1cccc(N(C)c2cc(C)nc3nc(C)nn23)c1 | -4% | 4% | -1% | 0% | 2% | 0% | 22
Cn1cccc1Cc1nnc(SCC(=O)N2CCCCCC2)n1-c1ccc(F)cc1 | 89%[activator] | ? | 12% | -3% | -2% | 12% | 1
O=S(=O)(NC1CCCCC1Nc1ccccc1)c1ccccc1 (stereo not drawn) | -25% | -3% | -1% | -8% | -24% | -18% | ?
O=C(C=Cc1ccccn1)c1ccccc1 | / | / | / | 4% | / | 2% | 52
CCCCOc1ccc(C(=O)NCC(=O)OCCCOC(=O)CNC(=O)c2ccc(OCCCC)cc2)cc1 | / | / | / | -13% | / | -6% | 17
CCc1nc(Nc2ccncc2)c2oc3ccccc3c2n1 | 4% | 10% | 1% | -6% | ? | 16% | -105*
O=C(NCCCNCc1ccccc1)c1ccncc1 | -17% | 0% | -2% | 0% | ? | -7% | -8
O=C(CCC1N=C2c3ccccc3N=C(SCc3cccc(F)c3)N2C1=O)NCCc1ccccc1 (stereo not drawn) | / | -8% | / | -4% | -3% | / | -30
CCCOP(=O)(OCCC)C(NC(=O)c1cc(OC)c(OC)c(OC)c1)c1ccccc1 (stereo not drawn) | 32%[11.4 µM] | 3% | 7% | 6% | ? | -1% | -10
O=C1NC(=O)C(=Cc2ccccc2[N+](=O)[O-])S1 | / | / | / | -18% | / | -13% | 8
COCCN(C(=O)Nc1ccccc1)c1ccccc1C | 1% | 1% | 2% | 0% | ? | -3% | 25
COc1ccc2oc(C(=O)NCc3ccccc3CN3CCCC3)c(C)c2c1 | 48% | -10% | / | 4% | 1% | 5% | -26
CCOC(=O)c1cc(-c2ccccc2)n(CC(=O)Nc2ccc(OC)cc2OC)c1C | / | 6% | / | 0%[15.4 µM] | 17% | / | 0
CCCCCCSc1ccc(-c2nc3ccc(C)cn3c2NCCCC)cc1OC | / | / | / | 6% | / | -22% | 26
CC(=O)Nc1sc2c(c1C#N)CC(C)(C)NC2(C)C | -15% | 8% | -2% | 0% | 5% | 28% | 21
CN(C)S(=O)(=O)c1cccc(NC(=O)/C=C/c2ccccc2[N+](=O)[O-])c1 | -19% | 1% | 10% | 0% | 2% | -5% | 49
CCCc1cc(=O)[nH]c(SCC(=O)N(CC(C)C)C2CCS(=O)(=O)C2)n1 (stereo not drawn) | -17% | -2% | -2% | 1% | 0% | 1% | 37
CCOC(=O)c1c(C)[nH]c(C)c1S(=O)(=O)NCCCc1ccco1 | -20% | -29% | 5% | 3% | -13% | 0% | -9
Cc1cccc(N2CCN(C(=O)Cc3ccc(Br)cc3)CC2)c1C | / | -25% | 5% | 11% | 2% | 8% | 5
O=S1(=O)c2ccc(Br)cc2N2CC[C@H](C2)N1Cc1ccc(Cl)cc1 | / | / | / | -3% | / | 9% | -14
CCc1ccc2[nH]c(=O)c(CN(CCN3CCOCC3)C(=O)Nc3ccccc3F)cc2c1 | 75%[activator] | -6% | -30% | 3% | -1% | -1% | 44
CCCC(=O)C1=C(O)C(C(=O)OC)C(C)(C)CC1=Nc1cccc2ccccc12 (stereo not drawn) | 47% | -2% | 2% | 3% | -4% | -8% | -21
CCN(CC(=O)NC(C)C)C(=O)C(CCSC)NC(=O)c1cccc(C)c1 (stereo not drawn) | 10% | -15% | -2% | -10% | 0% | 19% | -18
C/C(=N/NC(=O)C(=O)N/N=C(/C)c1ccccc1)c1ccccc1 | -17% | -1% | 6% | / | -9% | / | 11
C[N+](C)(C)CC(O)CC(=O)O (stereo not drawn) | -8% | 2% | / | 0%&0% | ? | 3% | -6
O=c1[nH]c2cc3c(cc2cc1CN(CCc1ccccc1)Cc1nnnn1CC1CCCO1)OCO3 (stereo not drawn) | -5% | -4% | 2% | 3% | -1% | -8% | 32
Cc1ccc2c(c1)NC(=O)C(CC(=O)Nc1cc(Cl)ccc1C)O2 (stereo not drawn) | / | 3% | / | -9% | 23% | / | -8
CCn1c(=O)c(-[n+]2ccccc2)c(O)c2ccccc21 | -19% | 1% | 1% | 0% | 3% | 4% | 73
CCC(=O)NC(Cc1ccccc1)c1ccc2c(c1)OCCCO2 (stereo not drawn) | -5% | 7% | 1% | -8% | 4% | 10% | 33
O=C(Cn1c(=O)n2nc(-c3ccccc3)nc2c2ccccc21)Nc1ccccc1C(F)(F)F | / | -14% | / | 0% | 1% | / | 24
O=C(NCCCN1CCOCC1)c1ccc2c(c1)N(Cc1c(F)cccc1Cl)C(=O)c1ccccc1S2 | 190%[activator] | 1% | 0% | -16% | -1% | 11% | 0
CCOC(=O)c1[nH]c2ccc(Br)cc2c1NC(=O)CCN1CCCC(C)C1 (stereo not drawn) | -24% | -10% | 1% | / | -9% | / | /
Cc1ccccc1NC(=O)c1ccc(Cl)c(NC(=O)c2ccncc2)c1 | -40% | -6% | -3% | -4% | 0% | 14% | 17
COc1ccc(OC)c(NC(=O)c2csnn2)c1 | / | 2% | / | -21% | 20% | / | -23
CC[C@]12c3[nH]c4cc(-c5ccco5)ccc4c3CCN1C(=O)[C@@H](CC(=O)NCc1ccco1)C[C@@H]2C(=O)N1CCN(C(=O)c2ccco2)CC1 | 171%[activator] | / | / | -7% | / | ? | -19
CC(C)CN1CCN(Cc2cccc3nccnc23)CC1CCO (stereo not drawn) | -1% | 0% | 1% | -3% | 2% | 7% | -11
O=C(CN1CCSC1=O)N1CCN(S(=O)(=O)c2ccc(F)cc2)CC1 | -5% | -2% | / | 2% | -6% | 0% | -35
CC(C)CN(C(=O)COC(=O)c1ccc(-c2ccccc2)cc1)C1CCS(=O)(=O)C1 (stereo not drawn) | 19% | 7% | 2% | 0% | 3% | -10% | -4
CC1(C)c2ssc(=S)c2-c2ccccc2N1C(=O)c1ccco1 | -16% | 3% | 2% | -15% | -8% | -3% | 40
Cc1ccc(Oc2ncccc2C(=O)NCC(=O)O)cc1 | -1% | 25% | 4% | -2% | 7% | 8% | 22
COC(=O)c1c(NC(=O)C2CCCCC2)sc2c1CCN(C(C)C)C2 | 51% | -19% | -1% | -11% | -13% | -2% | -24
O=C(CSc1nc2ccccc2[nH]1)Nc1ccc(F)c(F)c1 | / | -1% | -1% | 0% | -2% | -3% | 7
Cc1cn2c(=O)cc(COC(=O)c3cccc(NC(=O)C(C)Oc4ccccc4)c3)nc2s1 (stereo not drawn) | / | -9% | / | -4% | -2% | / | -64*
O=C(Cc1ccccc1)Nc1ccc(NC(=O)c2ccco2)nc1 | -34% | 8% | 5% | 2% | -4% | 32%[activator] | 147
CCc1sc(C(=O)NC(C)C2CCCO2)cc1Br (stereo not drawn) | -9% | 4% | -10% | 0% | 0% | -1% | 9
O=C(CN1C(=O)NC2NC(=O)NC21)NN=C1CCCC1 (stereo not drawn) | 1% | -2% | -4% | 0% | -14% | 18% | 8
Cc1ccccc1OCC(=O)Nc1ccccc1CO | -15% | -30% | -3% | -7% | -9% | 3% | -7
COc1cc(C(C#N)N2CCCCC2)ccc1O (stereo not drawn) | -14% | -12% | -3% | -5% | -8% | -4% | -15
CCN(CC)c1ccc(/C=C2/C(=O)NC(=O)N(Cc3ccco3)C2=O)cc1 | -47% | -36% | 1% | -8% | ? | -25% | 41
